RmlCD inh 1536 – M. tuberculosis RmlC/RmlD inhibition | RmlC+RmlD coupled enzyme assay, percent inhibition; primary screen in compound mixtures | P9WH09+P9WH11 | AID 1533 | inhibition, % at 3.6 µM | 0.03% of 160,000 active; in the data active = inhibition mostly above about 34%, no sharp cut-off; note: some results filed as inactive read as strong as hits
Target sequence (P9WH09 whole entry, looked up): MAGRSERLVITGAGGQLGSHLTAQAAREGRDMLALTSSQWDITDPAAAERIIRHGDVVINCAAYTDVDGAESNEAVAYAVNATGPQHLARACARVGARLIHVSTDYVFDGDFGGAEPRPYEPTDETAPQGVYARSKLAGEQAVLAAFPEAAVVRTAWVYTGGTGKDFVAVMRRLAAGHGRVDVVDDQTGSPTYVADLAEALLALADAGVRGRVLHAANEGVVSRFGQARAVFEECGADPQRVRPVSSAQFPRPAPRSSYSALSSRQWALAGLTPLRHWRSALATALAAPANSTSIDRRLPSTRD
Target sequence (P9WH11 whole entry, looked up): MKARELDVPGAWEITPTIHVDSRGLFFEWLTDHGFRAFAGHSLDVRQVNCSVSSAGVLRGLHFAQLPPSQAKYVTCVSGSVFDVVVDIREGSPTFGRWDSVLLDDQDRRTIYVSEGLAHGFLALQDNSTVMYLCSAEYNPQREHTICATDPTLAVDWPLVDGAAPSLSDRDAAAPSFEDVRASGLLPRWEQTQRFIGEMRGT
M. tuberculosis GlmU – inhibition of mycobacterial GlmU enzyme – biochemical, glucosamine-1-phosphate acetyltransferase (AID 1376); 0.25% of 220,000 active; inhibition, %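 (tested at 30 µM in the primary screen)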, or IC50 in µM where a hit was titrated; M. tuberculosis GlmU acetyltransferase enzyme assay; higher % means a stronger effect; in the data active = inhibition above about 13%;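 note: 0% = complete reaction with vehicle and 100% = reaction without substrate; strong numbers were not always called active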
Starred values were filed as active, the others as inactive. Only part of the results is shown. The share of hits here may be higher or lower than overall.

How did CC1CCN(C(=O)c2ccc(N3CC4CC(C3)c3cccc(=O)n3C4)c([N+](=O)[O-])c2)CC1 (stereo not drawn) do in these assays?
RmlCD inh 1536: -6; M. tuberculosis GlmU: 0.6%

Results for CSCCC(C(=O)N1C[C@]2(C)C[C@H]1CC(C)(C)C2)N1C(=O)c2ccccc2C1=O (stereo partly drawn) ?
M. tuberculosis GlmU: -1.0%

What do the screens show for `COC(=O)CC1(Cc2ccccc2)C(=O)NC(=O)NC1=O`?
RmlCD inh 1536: -3; M. tuberculosis GlmU: -1.3%

Results for CCCCN(C)C(=O)C(Cc1ccccc1)NS(=O)(=O)c1ccc2c(c1)CCC(=O)N2 (stereo not drawn) ?
M. tuberculosis GlmU: -4.6%

How did COc1cc(C(=O)NCc2cn3ccsc3n2)cc(OC)c1OC do in these assays?
M. tuberculosis GlmU: -0.2%

Results for COC(=O)CSc1nnc2n1C(C)(C)Cc1ccccc1-2 ?
M. tuberculosis GlmU: 0.9%

Results for CC(=O)Nc1ccc(S(=O)(=O)Oc2ccc(C=O)cc2)cc1 ?
RmlCD inh 1536: 16; M. tuberculosis GlmU: -4.7%

Results for COC(=O)C1=NN(C(=O)c2cccc(Br)c2)C(O)(c2ccc(Cl)cc2)C1 (stereo not drawn) ?
M. tuberculosis GlmU: -2.8%

How did Cc1cc(Cl)ccc1OCC(=O)NCCOc1nc(N2CCOCC2)nc(N2CCOCC2)n1 do in these assays?
RmlCD inh 1536: 17; M. tuberculosis GlmU: -0.8%

What do the screens show for `CCOc1ccccc1NC1=C(Cl)C(=O)N(c2ccccc2)C1=O`?
RmlCD inh 1536: 9; M. tuberculosis GlmU: 1.0%

What do the screens show for `CCC(=O)NC(C)c1nc2ccccc2n1C` (stereo not drawn)?
RmlCD inh 1536: 5; M. tuberculosis GlmU: -2.8%

How did Cc1ccc(OCc2nc(C#N)c(NCc3ccc4c(c3)OCO4)o2)cc1 do in these assays?
RmlCD inh 1536: 7; M. tuberculosis GlmU: 0.6%

Results for Cc1cc(NCCNC2=CC(=O)CCC2)nc2ccccc12 ?
M. tuberculosis GlmU: -4.8%

Results for CC(C)NS(=O)(=O)c1ccc(OCC(N)=O)c(Cl)c1 ?
RmlCD inh 1536: -12; M. tuberculosis GlmU: 2.3%

How did CS(=O)(=O)N(CC(=O)NCCSCc1ccccc1)c1ccc2c(c1)OCO2 do in these assays?
RmlCD inh 1536: 10; M. tuberculosis GlmU: -7.5%

Results for COc1ccccc1NC(=S)NCC1CCCO1 (stereo not drawn) ?
RmlCD inh 1536: -6; M. tuberculosis GlmU: 3.1%

Results for O=C(CCCn1c(=O)c2ccccc2n(CC(=O)N2CCN(c3ccccc3)CC2)c1=O)NCc1ccco1 ?
RmlCD inh 1536: 20; M. tuberculosis GlmU: 0.3%

What do the screens show for `CC(C)CC(=O)NC(=S)Nc1ccccc1C(=O)Nc1ccccc1`?
M. tuberculosis GlmU: 3.7%

How did CSc1cccc(NS(=O)(=O)c2cccs2)c1 do in these assays?
M. tuberculosis GlmU: -4.4%

What do the screens show for `O=c1c2[nH]c3cccc(Cl)c3c2ncn1Cc1ccncc1`?
RmlCD inh 1536: 8; M. tuberculosis GlmU: -8.8%

Six records drawn at random from those above, as already listed:
Results for O=C(CCCn1c(=O)c2ccccc2n(CC(=O)N2CCN(c3ccccc3)CC2)c1=O)NCc1ccco1 ?
RmlCD inh 1536: 20; M. tuberculosis GlmU: 0.3%

Results for COC(=O)CSc1nnc2n1C(C)(C)Cc1ccccc1-2 ?
M. tuberculosis GlmU: 0.9%

What do the screens show for `CC(C)CC(=O)NC(=S)Nc1ccccc1C(=O)Nc1ccccc1`?
M. tuberculosis GlmU: 3.7%

Results for Cc1cc(NCCNC2=CC(=O)CCC2)nc2ccccc12 ?
M. tuberculosis GlmU: -4.8%

Results for COC(=O)C1=NN(C(=O)c2cccc(Br)c2)C(O)(c2ccc(Cl)cc2)C1 (stereo not drawn) ?
M. tuberculosis GlmU: -2.8%

What do the screens show for `CCC(=O)NC(C)c1nc2ccccc2n1C` (stereo not drawn)?
RmlCD inh 1536: 5; M. tuberculosis GlmU: -2.8%

Other compounds:
How did O=C(c1cc(=O)[nH]c2ccccc12)N1CCN(c2ccccc2)CC1 do in these assays?
RmlCD inh 1536: -9; M. tuberculosis GlmU: -0.7%

How did Cc1nc(N2CCN(C)CC2)[nH]c(=O)c1Cc1cccc2ccccc12 do in these assays?
RmlCD inh 1536: 3; M. tuberculosis GlmU: 1.8%

What do the screens show for `O=C(/C=C/c1ccco1)c1ccc(O)cc1`?
RmlCD inh 1536: -3; M. tuberculosis GlmU: -0.7%

What do the screens show for `Cc1ccc(CSc2nnc3nc(C)cc(C)n23)cc1`?
RmlCD inh 1536: -8; M. tuberculosis GlmU: 3.9%

How did Cc1ccc(OCC(=O)NCC(=O)Nc2ccc(F)c(F)c2F)c([N+](=O)[O-])n1 do in these assays?
RmlCD inh 1536: 9; M. tuberculosis GlmU: 1.3%

What do the screens show for `CC(C)C(C(=O)NCC1CCCO1)N(Cc1cccs1)C(=O)CNS(=O)(=O)c1ccccc1` (stereo not drawn)?
RmlCD inh 1536: 5; M. tuberculosis GlmU: -2.9%

How did Cc1ccnc(NS(=O)(=O)c2ccc(NC(=O)c3ccc(S(=O)(=O)N4CCOCC4)cc3)cc2)n1 do in these assays?
RmlCD inh 1536: 5; M. tuberculosis GlmU: -2.9%

How did Cc1ccc(S(=O)(=O)Oc2ccc(C3C4=C(CCCC4=O)OC4=C3C(=O)CCC4)cc2)cc1 do in these assays?
RmlCD inh 1536: 11; M. tuberculosis GlmU: 1.9%

How did Cc1ccc(-c2nnn(CC(=O)N(Cc3cccs3)C(C(=O)NC3CCCC3)c3ccco3)n2)o1 (stereo not drawn) do in these assays?
M. tuberculosis GlmU: 3.7%

What do the screens show for `CCc1ccc(CCC(=O)Nc2ccc(S(N)(=O)=O)cc2)o1`?
RmlCD inh 1536: -9; M. tuberculosis GlmU: 1.6%

Results for CCOC(=O)c1cnc(SCc2cccc3ccccc23)nc1N ?
RmlCD inh 1536: 82; M. tuberculosis GlmU: -1.9%

Results for Cc1ccc(-c2nn3nnnc3c3ccccc23)cc1C ?
M. tuberculosis GlmU: 1.0%

What do the screens show for `COC(=O)C1=C(c2cc3ccccc3s2)C[C@@H]2CC[C@H]1N2C(=O)N1CCCC1`?
M. tuberculosis GlmU: 3.1%

Results for CCC(C)NC(=O)c1n[nH]c(=O)c2ccccc12 (stereo not drawn) ?
M. tuberculosis GlmU: 6.4%

What do the screens show for `O=C(Nc1ccncc1)Nc1ccc(F)cc1F`?
RmlCD inh 1536: 6; M. tuberculosis GlmU: -1.6%

What do the screens show for `COC(=O)c1ccc(CN2CCC(CO)(Cc3cccc(OC)c3)CC2)cc1`?
RmlCD inh 1536: 7; M. tuberculosis GlmU: 6.5%

How did CC(=O)c1c(C)[nH]c(C(=O)O)c1C do in these assays?
RmlCD inh 1536: -6; M. tuberculosis GlmU: -0.6%

How did S=C1CSc2ccccc2N1 do in these assays?
RmlCD inh 1536: -2; M. tuberculosis GlmU: 5.8%

What do the screens show for `O=C(O)c1cc(-c2c[nH]c3ccccc23)nc2cc3ccccc3cc12`?
RmlCD inh 1536: 7; M. tuberculosis GlmU: 12%

What do the screens show for `Cc1sc2ccccc2[n+]1CC(=O)O`?
RmlCD inh 1536: 8; M. tuberculosis GlmU: -3.6%

What do the screens show for `CCCCC(c1nnnn1C1CCCC1)N1CCN(C(=O)c2ccco2)CC1` (stereo not drawn)?
RmlCD inh 1536: 13; M. tuberculosis GlmU: -0.9%

What do the screens show for `Nc1nncn1C(=O)CCc1ccccc1`?
M. tuberculosis GlmU: -4.0%

How did CC1(C)CC2CC(C)(CN2S(=O)(=O)c2cccc(N)c2)C1 (stereo not drawn) do in these assays?
M. tuberculosis GlmU: 3.9%

Results for C[C@@H](C(=O)NCc1ccccc1)N1C(=O)C2CC=CCC2C1=O (stereo partly drawn) ?
RmlCD inh 1536: -8; M. tuberculosis GlmU: -1.9%

Results for O=C(CNC(=O)c1ccccc1)Nc1cccc(C(F)(F)F)c1 ?
RmlCD inh 1536: -5; M. tuberculosis GlmU: 4.5%

Results for Cc1ccc(-c2nc(CS(=O)(=O)CC(=O)NCCCN3CCN(C)CC3)c(C)o2)cc1 ?
RmlCD inh 1536: -6; M. tuberculosis GlmU: -6.7%

How did O=C(Nc1ccc(S(=O)(=O)N2CCCC2)cc1)c1cc(=O)c2ccccc2o1 do in these assays?
M. tuberculosis GlmU: 3.0%

How did CC(=O)N1C(C(=O)O)CSC1c1cccc(C)c1 (stereo not drawn) do in these assays?
RmlCD inh 1536: 11; M. tuberculosis GlmU: -4.0%

What do the screens show for `O=C(COC(=O)Cc1ccccc1F)Nc1ccc2c(c1)OCCO2`?
M. tuberculosis GlmU: 2.2%

Results for Cc1nn(C)cc1/C=C/C(=O)c1cccs1 ?
M. tuberculosis GlmU: -5.0%

How did CCOc1ccc(CCNC(=O)C2CCC(=O)N2CCc2ccccc2)cc1OCC (stereo not drawn) do in these assays?
RmlCD inh 1536: -9; M. tuberculosis GlmU: 2.2%

How did COCCOC(=O)C1=C(C)NC(=O)NC1c1ccc(OC(=O)c2ccco2)c(OC)c1 (stereo not drawn) do in these assays?
RmlCD inh 1536: 15; M. tuberculosis GlmU: -6.7%

Results for Cc1ccsc1C(=O)Nc1ccc(F)c([N+](=O)[O-])c1 ?
RmlCD inh 1536: -1; M. tuberculosis GlmU: 1.4%

How did O=C(NCC(=O)N(c1ccc2c(c1)OCO2)C(C(=O)NC1CCCC1)c1ccncc1)c1ccco1 (stereo not drawn) do in these assays?
RmlCD inh 1536: 5; M. tuberculosis GlmU: 5.2%

How did CC(C)C(Nc1ncnc2c1oc1ccccc12)C(=O)O (stereo not drawn) do in these assays?
M. tuberculosis GlmU: 3.7%

How did O=C(COc1cccc(Cl)c1Cl)Nc1ccc2c(c1)CCC2 do in these assays?
RmlCD inh 1536: -7; M. tuberculosis GlmU: -4.0%

What do the screens show for `COc1ccc(C2C(C#N)=C(N)Oc3c2ccc2cccnc32)cc1OC` (stereo not drawn)?
RmlCD inh 1536: -3; M. tuberculosis GlmU: 0.1%

How did Cc1c(-n2c(O)c(C3=c4ccccc4=NC3=O)sc2=S)c(=O)n(-c2ccccc2)n1C do in these assays?
M. tuberculosis GlmU: -4.0%

What do the screens show for `CCOc1ccccc1NC(=O)CCn1cccc1`?
RmlCD inh 1536: -4; M. tuberculosis GlmU: 0.8%

What do the screens show for `CCCc1c(NC(=O)Nc2ccc(Cl)cc2Cl)cnn1-c1ccccc1`?
RmlCD inh 1536: 13; M. tuberculosis GlmU: 1.6%

What do the screens show for `CCOC(=O)c1oc2ccccc2c1CSc1nnnn1-c1ccc(OC)cc1`?
RmlCD inh 1536: -4; M. tuberculosis GlmU: -1.5%

Results for C/C=C1/CN2C3CC1C(CO)(C(=O)OC)C2Cc1c3n(C)c2ccccc12 (stereo not drawn) ?
M. tuberculosis GlmU: 0.5%

Results for OCCOCCn1c(C(CO)Nc2nc(-c3cccc(Br)c3)cs2)nc2ccccc21 (stereo not drawn) ?
M. tuberculosis GlmU: -0.1%

How did CC(=O)Nc1ccc2nc(-c3ccccc3)cn2c1 do in these assays?
M. tuberculosis GlmU: 1.3%

What do the screens show for `COc1cc(OC)cc(C(=O)NCc2n[nH]c(=S)n2-c2ccccc2OC)c1`?
RmlCD inh 1536: -8; M. tuberculosis GlmU: -4.5%

Results for CCc1nnc(NS(=O)(=O)c2ccc(N=Cc3c(C)[nH]n(-c4cccc(Cl)c4)c3=O)cc2)s1 ?
RmlCD inh 1536: 6; M. tuberculosis GlmU: -5.2%

How did O=C(CSc1ccccn1)N/N=C/c1cc([N+](=O)[O-])ccc1O do in these assays?
M. tuberculosis GlmU: 4.2%

What do the screens show for `O=C(/C=C/NNC(=O)c1ccccc1)c1ccc([N+](=O)[O-])cc1`?
RmlCD inh 1536: -5; M. tuberculosis GlmU: 1.6%

Results for O=C(Cn1nc(Cc2ccncc2)c2ccccc2c1=O)Nc1cccnc1Cl ?
RmlCD inh 1536: -12; M. tuberculosis GlmU: -0.5%

What do the screens show for `COc1ccc(NS(=O)(=O)c2coc(C(N)=O)c2)cc1Cl`?
RmlCD inh 1536: 4; M. tuberculosis GlmU: 0.5%

What do the screens show for `Cc1ccc(-c2nc3ccccn3c2C=O)cc1`?
RmlCD inh 1536: 4; M. tuberculosis GlmU: -2.0%

What do the screens show for `COc1ccc(C(=O)n2nc(-c3ccc(OC)cc3)nc2N)cc1`?
RmlCD inh 1536: -9; M. tuberculosis GlmU: 7.0%

What do the screens show for `CC(NC(=O)c1ccco1)C(=O)OCC(=O)c1ccc(Cl)s1` (stereo not drawn)?
RmlCD inh 1536: 2; M. tuberculosis GlmU: -2.3%

What do the screens show for `Cc1ccccc1CSCc1nc(N)nc(Nc2ccccc2C)n1`?
RmlCD inh 1536: -2; M. tuberculosis GlmU: -2.3%

What do the screens show for `CC(C)(C)c1ccc(C(=O)NCc2cccnc2)cc1`?
M. tuberculosis GlmU: 4.4%

Compounds listed so far that contain a nitro group on carbon:
How did CC1CCN(C(=O)c2ccc(N3CC4CC(C3)c3cccc(=O)n3C4)c([N+](=O)[O-])c2)CC1 (stereo not drawn) do in these assays?
RmlCD inh 1536: -6; M. tuberculosis GlmU: 0.6%

How did Cc1ccc(OCC(=O)NCC(=O)Nc2ccc(F)c(F)c2F)c([N+](=O)[O-])n1 do in these assays?
RmlCD inh 1536: 9; M. tuberculosis GlmU: 1.3%

Results for Cc1ccsc1C(=O)Nc1ccc(F)c([N+](=O)[O-])c1 ?
RmlCD inh 1536: -1; M. tuberculosis GlmU: 1.4%

How did O=C(CSc1ccccn1)N/N=C/c1cc([N+](=O)[O-])ccc1O do in these assays?
M. tuberculosis GlmU: 4.2%

What do the screens show for `O=C(/C=C/NNC(=O)c1ccccc1)c1ccc([N+](=O)[O-])cc1`?
RmlCD inh 1536: -5; M. tuberculosis GlmU: 1.6%
